CCR6 antag – CCR6 receptor antagonists, primary screen, cell-based, CHO-K1, luminescence, beta-arrestin, uHTS. inhibition, % at 20 µM. 340,000 compounds, 0.49% hits. CHO-K1 CCR6 PathHunter beta-arrestin, CCL20-stimulated;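 active = compounds whose inhibition of the agonist-driven luminescence signal at 20 µM reaches about 50%, limit read from the data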;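 note: cells stimulated with CCL20 at 14 nM final; plate controls were DMSO with CCL20 for no effect and DMSO without agonist for full effect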
EBI2 block – EBI2 receptor antagonists, beta-arrestin recruitment, primary screen, cell-based, luminescence, 7a,25-OHC stimulation, uHTS; G-protein coupled receptor 183 (Homo sapiens), P32249; 7a,25-OHC stimulated; inhibition, % at 5 µM; 360,000 compounds, 0.81% hits; in the data active = inhibition above about 38%;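 note: enzyme fragment complementation signal reports receptor beta-arrestin coupling in cells; 0% = agonist plus DMSO wells and 100% = wells without agonist; some results beyond the cut were filed as inactive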
Jurkat NFkB inh – inhibitors of induced NF-kB luciferase reporter, primary screen, TCR NF-kB activation inhibitor project, cell-based, luminescence, uHTS; inhibition, % at 4 µM; 330,000 compounds, 0.53% hits; AID 435003, 2010; Jurkat, PMA/ionomycin-induced NF-kB luciferase reporter; in the data active = inhibition above about 50%
CHOP UPR activ – activators of apoptotic CHOP UPR arm, primary screen, cell-based, CHO-CHOP luciferase reporter, luminescence, uHTS | UPR activation; percent of tunicamycin response over DMSO baseline | activation, % at 10 µM | 330,000 compounds, 0.34% hits | AID 449763, 2010;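 active = at 10 µM dose, activation of 40% or more, normalized to positive control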;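 note: 100% = tunicamycin at 10 µg/mL and 0% = DMSO alone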
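Evaluation: % reporter activation, DMSO baseline versus tunicamycin full activation; System: CHO-CHOP luciferase reporter cell line; Input: 500 cells/well; Incubation: 6 h compound treatment, 37 °C; Measured by: Steady-Glo luciferase luminescence; Dosing: one dose, 10 µM in 0.5% DMSO; Buffer or medium: F12 medium, 10% FBS; Benchmarks: positive tunicamycin 10 µg/mL, negative DMSO alone.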
CXCR6 inh – CXCR6 receptor inhibitors, primary screen, cell-based, beta-arrestin, luminescence, CHO-K1 PathHunter, 1536-well; C-X-C chemokine receptor type 6 (Homo sapiens), O00574; inhibition, % at 20 µM; 360,000 compounds, 0.36% hits; in the data active = inhibition above about 34%, passing the limit was not always enough;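 note: antagonist mode with CXCL16 agonist at 10 nM final; 0% = 10 nM CXCL16 with DMSO and 100% = unstimulated wells without agonist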
Mdm2 MdmX PPI – inhibitors of human Mdm2-MdmX association, primary screen, cell-based, luminescence, split luciferase, SaOS-2, uHTS; SaOS-2 split-luciferase Mdm2/MdmX complementation; inhibition, % at 8 µM; 330,000 compounds, 3% hits; AID 485346, 2010;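 active = inhibition of at least 50% at 8 µM in the primary screen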
Target sequence (O15151 whole entry, looked up): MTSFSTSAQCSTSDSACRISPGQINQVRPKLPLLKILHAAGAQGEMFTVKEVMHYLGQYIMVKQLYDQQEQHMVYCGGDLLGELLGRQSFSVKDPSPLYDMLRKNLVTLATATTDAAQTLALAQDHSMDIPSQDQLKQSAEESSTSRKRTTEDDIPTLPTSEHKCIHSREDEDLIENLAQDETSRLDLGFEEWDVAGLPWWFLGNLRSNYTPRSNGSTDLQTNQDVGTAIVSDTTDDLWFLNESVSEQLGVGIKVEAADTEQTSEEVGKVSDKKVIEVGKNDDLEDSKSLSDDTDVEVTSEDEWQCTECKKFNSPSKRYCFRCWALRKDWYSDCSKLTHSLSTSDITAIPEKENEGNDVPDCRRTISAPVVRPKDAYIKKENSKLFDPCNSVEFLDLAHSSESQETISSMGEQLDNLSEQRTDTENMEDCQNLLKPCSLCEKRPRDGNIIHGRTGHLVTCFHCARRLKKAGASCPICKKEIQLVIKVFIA
Target sequence (Q00987 whole entry, looked up): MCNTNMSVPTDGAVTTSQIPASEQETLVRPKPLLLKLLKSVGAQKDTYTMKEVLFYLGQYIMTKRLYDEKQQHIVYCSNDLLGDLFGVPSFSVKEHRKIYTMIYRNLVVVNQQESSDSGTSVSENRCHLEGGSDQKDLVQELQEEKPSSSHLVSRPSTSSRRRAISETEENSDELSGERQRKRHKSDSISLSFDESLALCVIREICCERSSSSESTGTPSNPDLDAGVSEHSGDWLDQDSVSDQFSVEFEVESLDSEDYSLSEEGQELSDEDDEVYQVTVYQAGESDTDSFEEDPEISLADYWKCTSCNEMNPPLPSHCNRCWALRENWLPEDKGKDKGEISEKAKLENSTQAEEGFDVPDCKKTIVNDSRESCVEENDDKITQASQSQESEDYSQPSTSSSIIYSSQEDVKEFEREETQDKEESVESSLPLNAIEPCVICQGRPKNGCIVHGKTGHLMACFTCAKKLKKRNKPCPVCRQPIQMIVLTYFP
697 NFkB inh – inhibitors of PMA/ionomycin-induced NF-kB reporter, 697 cells, primary screen, B-cell NF-kB inhibitor project, cell-based, luminescence, uHTS | AID 435022, 2010 | inhibition, % at 4 µM | 697 B-cell NF-kB luciferase reporter, 16 h | 330,000 compounds, 0.33% hits; in the data active = inhibition above about 35%
Gli-Sufu antag – Gli-Sufu pathway antagonists, primary screen, luciferase luminescence, Sufu-KO-LIGHT cells, uHTS. Sufu-KO-LIGHT fibroblasts, Gli luciferase reporter luminescence. inhibition, % at 5 µM. 340,000 compounds, 0.74% hits. AID 588413, 2011;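 active = inhibition above about 55%, limit read from the data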;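 note: 0% = DMSO-treated cells and 100% = wells with medium but no cells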
XBP1 UPR activ – activators of adaptive XBP1 UPR arm, primary screen, cell-based, CHO-XBP1 luciferase reporter, luminescence, uHTS; IRE1-XBP1 UPR activation; percent of tunicamycin response, DMSO as zero; activation, % at 20 µM; 330,000 compounds, 0.33% hits;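 active = versus positive control, 20 µM dose yields 30% or more activation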;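 note: 100% = tunicamycin at 10 µg/mL and 0% = DMSO only wells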
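Test system: CHO-XBP1 luciferase reporter cells | Buffer or medium: Serum-containing F12 medium, 10% FBS | Schedule: 6 h compound exposure at 37 °C, 5% CO2 | Detection: Steady-Glo luciferase glow luminescence, 10 min after reagent addition | Read-out basis: Activation, % of tunicamycin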
* = called active by the depositor; x = not tested or not shown.

SMILES	CCR6 antag	EBI2 block	Jurkat NFkB inh	CHOP UPR activ	CXCR6 inh	Mdm2 MdmX PPI	697 NFkB inh	Gli-Sufu antag	XBP1 UPR activ
CC1(C)Cc2c(c(N3CCOCC3)nc3sc4c(NCc5ccco5)nnnc4c23)CS1	15.9	24.8	-11.3	-2.7	-5.5	35.8	0.8	2.7	8.6
CCCCn1c(-c2cccnc2)n[nH]c1=S	-12.1	-6.8	-4.3	-0.8	-1.1	-8.4	7.6	-3.6	-6.2
Cc1ccc(S(=O)(=O)NCC2CCC(C(=O)NCc3ccccn3)CC2)cc1 (configuration not stated)	1.3	-7.2	9.7	-0.7	8.2	-1.7	2.6	1.8	0.1
COc1cccc(OCC(O)CNC2CCCC2)c1 (configuration not stated)	15.2	-2.1	9.6	0.0	5.6	-2.1	-8.2	9.7	-1.7
Cc1ccc(S(=O)(=O)N2CCN(c3nccnc3C#N)CC2)cc1	7.4	9.4	-2.2	3.2	-4.9	2.9	0.7	11.0	1.4
CCCn1c2c(c(O)c(C(=O)NC)c1=O)CCCC2	13.9	-18.0	-10.9	-2.0	-9.3	17.2	7.4	-12.4	-5.5
CN1CCN2c3ccccc3Cc3ccccc3C2C1 (configuration not stated)	8.7	0.2	-11.8	-1.5	-11.3	4.6	3.6	15.0	-6.3
CCN(c1ccccc1)S(=O)(=O)c1ccc(OC)c(NC(=O)C2CC(=O)N(Cc3ccccc3)C2)c1 (configuration not stated)	7.6	-1.1	1.7	2.0	7.1	9.0	4.2	7.6	-1.4
Cc1cc(N2CCOCC2)nc2ccc(NC(=O)CCC(=O)N3CCCCC3)cc12	-3.5	-17.6	-45.9	2.7	-1.3	-25.8	-25.7	-20.6	-1.4
Cc1c(C)c2c(OCC(=O)N3CCC(O)CC3)cc3c(c2oc1=O)CCC(C)(C)O3	-3.2	0.4	-4.4	0.1	2.9	25.1	-0.8	8.8	-0.1
Nc1ccccc1S(N)(=O)=O	-8.1	-1.2	1.2	0.6	2.6	14.9	-18.7	-3.2	-5.7
CC(C)CCc1noc(CN(C)CCC2CCOCC2)n1	4.4	-25.4	-3.2	-0.1	-8.1	11.2	17.1	13.1	-0.7
Cc1cccc(NC(=O)CNC(=O)c2ccc3nc[nH]c3c2)c1C	8.3	-5.1	-0.2	0.3	-7.9	-6.5	17.8	-8.8	1.2
CCCCC(=O)NC1(C(F)(F)F)C(=O)Nc2c1c(=O)n(C)c(=O)n2C (configuration not stated)	15.6	-8.0	-2.7	0.9	-2.7	15.3	10.7	19.3	-4.0
CCOc1ccc(-c2cn(CCC#N)cn2)cc1	8.1	-1.0	-15.1	1.1	1.1	4.7	-11.6	-8.6	-0.1
Cc1cc(NC(=O)CS(=O)(=O)Cc2ccccc2)no1	7.3	-0.7	-0.2	-1.0	-4.1	-4.6	-1.4	4.8	-3.0
CCN(CC)S(=O)(=O)c1ccc(O)c(NS(=O)(=O)c2ccccc2F)c1	-10.0	-19.7	-8.0	-1.5	-5.9	-5.5	20.9	-3.2	-1.5
COC(=O)c1ccc(Oc2nc(Nc3ccccc3)nc(N(C)C)n2)cc1	15.7	16.1	11.7	1.0	5.8	20.3	14.0	8.3	5.2
Cc1ccc(C(=O)CCc2ccc(N)cc2)cc1	9.5	6.5	10.0	3.9	-5.0	5.3	-6.6	-2.9	5.3
COC(=O)c1ccc(S(N)(=O)=O)o1	-8.7	-9.9	0.3	3.1	-10.1	4.3	13.1	-6.9	0.5
COCCSc1ccccc1C(=O)N1CCOCC1	-1.1	-12.3	11.2	1.9	-2.5	1.9	13.3	3.5	2.9
CCc1ccc(NC(=S)NC2CC3CCCC(C2)N3Cc2cccs2)cc1 (configuration not stated)	16.6	15.0	0.1	2.1	8.9	41.1	-14.1	6.3	-0.5
CCOC(=O)c1c(C)[nH]c(C(=O)COC(=O)CN2C(=O)C3CCCCC3C2=O)c1C (configuration not stated)	0.4	-4.7	-6.2	-3.9	-8.5	13.8	19.3	-1.5	0.5
O=C(O)c1cccc(S(=O)(=O)Nc2ccc(O)c(Sc3nc4ccccc4s3)c2)c1	10.5	-3.0	9.6	5.5	-7.6	1.8	-5.5	12.9	-2.0
Cc1ccc(OCC(O)Cn2c(NCCc3ccccc3)nc3c2c(=O)[nH]c(=O)n3C)cc1 (configuration not stated)	18.8	-18.8	0.0	-3.0	-9.2	9.7	13.3	6.6	-0.3

Further results
SMILES	CCR6 antag	EBI2 block	Jurkat NFkB inh	CHOP UPR activ	CXCR6 inh	Mdm2 MdmX PPI	697 NFkB inh	Gli-Sufu antag	XBP1 UPR activ
Cc1ccc(C)c(N2CCN(C(=O)Cc3c(C(=O)O)[nH]c4ccc(Cl)cc34)CC2)c1	-0.9	-8.7	-3.1	3.1	1.0	-5.5	20.9	5.2	0.0
Cc1c(NC(=O)c2cc(-c3cccs3)nc3ccccc23)c(=O)n(-c2ccccc2)n1C	12.1	-21.9	30.9	-1.6	11.0	56.6*	39.1*	-0.9	1.2
CCc1nc2ccccc2n1CC(=O)N1CCN(Cc2ccccc2)CC1	-1.6	-3.7	9.6	0.0	-2.6	-39.1	14.8	4.0	-2.6
CNC(=S)N1CCN(c2ccc([N+](=O)[O-])cc2)CC1	2.1	-3.8	10.6	-2.7	5.3	5.9	4.2	-5.8	-0.1
CC(=O)Nc1ccc(C(=O)CN2C(=O)CSC2=O)cc1	15.4	12.2	-4.6	2.1	13.4	-4.8	10.2	19.4	-3.9
CC(=O)c1sc2nc(CSc3nnnn3-c3ccccc3)[nH]c(=O)c2c1C	12.7	-5.4	-2.4	1.1	2.3	-31.5	-11.4	2.3	-1.3
COc1ccc(CC(=O)N2CC3(C)CC2CC(C)(C)C3)cc1OC (configuration not stated)	11.8	0.2	-0.8	-2.4	-4.0	15.6	14.2	-3.4	-1.4
Cc1cc(/C=N\NC(=O)c2cccs2)c(C)n1-c1ccc2ncccc2c1	-12.1	12.3	-102.1	5.5	-1.2	-62.1	-100.3	-9.9	0.0
O=c1c(-c2ccccc2)coc2c(CN3CCCCC3)c(O)ccc12	11.6	7.5	-5.2	2.9	2.5	-3.1	-3.7	-1.1	-2.2
CCOc1ccc(/C=N/NC(=O)c2[nH]c3ccc(C)cc3c2C)cc1	2.3	3.7	-3.2	0.6	-2.0	-0.7	-3.5	31.3	3.6
CCn1cc(/C=N\NC(=O)c2ccccc2Cl)cn1	-1.5	-0.8	15.7	-1.3	-3.6	-7.7	11.4	-4.6	-0.1
CC(C)OC(=O)CN1C(=O)c2ccccc2C1=O	-8.6	-1.5	10.8	0.7	-0.1	5.7	19.1	4.1	-1.5
CC(C(=O)Nc1ccon1)N1C(=O)c2ccccc2S1(=O)=O (configuration not stated)	-2.4	-5.9	-13.5	0.7	-0.9	12.0	-0.3	-12.2	-1.2
COc1ccc(OC)c(/C=N/Nc2nncn2/N=C/c2cc(OC)ccc2OC)c1	-8.2	-8.3	9.6	2.8	-9.6	37.1	-21.1	-4.9	4.0
COc1cc(/C=C2\N=C(c3ccccc3)NNC2=O)cc(OC)c1OC	5.3	-10.4	21.7	-0.8	2.6	61.0*	-10.8	-6.9	11.9
CN(C(=O)c1ccc(NC(=O)C2CC=CCC2C(=O)O)cc1)c1ccccc1 (configuration not stated)	-11.9	-3.7	-8.7	-0.5	3.3	-1.1	6.4	-1.4	1.3
CCC(=O)N1CCc2cc(S(=O)(=O)NCCC(=O)NCc3ccc(F)cc3)ccc21	-2.4	8.0	12.0	2.4	4.7	3.4	6.6	29.2	-2.5
CCOc1ccc(NC(=O)CN2C(=O)/C(=C3\SC(=S)N(C4CCS(=O)(=O)C4)C3=O)c3ccccc32)cc1 (configuration not stated)	0.2	-3.2	x	x	-6.5	x	x	-15.9	x
CC(=O)c1c(C)[nH]c(C(=O)NCc2ccc(F)cc2)c1C	-2.6	-3.3	3.7	-0.6	-3.5	14.4	12.5	-0.1	-1.1
COc1ccccc1N1CCN(CC(O)COCc2cccs2)CC1 (configuration not stated)	6.8	-3.9	24.0	-0.5	1.8	-3.0	-2.8	17.6	2.0
COc1cccc(-c2cn3nc4c(nc3n2)CCCC4)c1	15.2	-19.5	-37.9	-4.5	0.4	-35.2	-54.2	3.7	-6.9
CCN(CC(=O)NCc1ccc(F)cc1)C(=O)CCNS(=O)(=O)c1cccc(C)c1	3.4	4.8	-1.5	1.5	2.6	15.8	-5.7	-4.7	0.7
CC(=O)c1cnc2nc(C)nn2c1C	-6.8	-1.4	-4.4	-0.2	-0.2	-5.1	-19.0	5.8	-2.3
O=C(On1c(-c2ccccc2)nc2ccccc2c1=O)c1ccco1	-16.1	4.4	0.1	-0.7	-7.7	17.4	22.6	-1.4	-2.2
CC(=O)c1cc2c(cc1NC(=O)Cc1c(C)noc1C)OCO2	3.4	-12.4	-9.9	-0.1	-2.7	10.1	0.3	-2.9	-0.6

Following part.
SMILES	CCR6 antag	EBI2 block	Jurkat NFkB inh	CHOP UPR activ	CXCR6 inh	Mdm2 MdmX PPI	697 NFkB inh	Gli-Sufu antag	XBP1 UPR activ
CCSc1nnc(NC(=O)C2CC2c2ccccc2)s1 (configuration not stated)	-3.6	-2.4	1.7	3.1	1.4	14.0	-17.0	-37.2	-0.8
C/C(CC(O)c1ccc2ccccc2n1)=N/O (configuration not stated)	-11.0	-3.3	10.2	0.3	6.3	-6.5	32.3	-3.7	1.8
CC(=O)c1ccc(Oc2ccc(C(=O)c3ccc(C)c(C)c3)cc2[N+](=O)[O-])cc1	25.6	41.5	2.9	1.5	8.6	26.0	-49.3	10.0	-1.4
c1ccc(-c2nc3cnccn3c2Nc2ccc3c(c2)OCCO3)cc1	11.7	16.2	-1.5	2.5	5.4	27.7	-3.4	8.7	3.4
Nc1nc(Cl)cc(NCCc2ccccc2)n1	x	x	3.9	2.6	x	-13.1	-11.4	x	2.6

Rewritten as labelled records: 3 of the compounds above
c1ccc(-c2nc3cnccn3c2Nc2ccc3c(c2)OCCO3)cc1
  CCR6 antag = 11.7
  EBI2 block = 16.2
  Jurkat NFkB inh = -1.5
  CHOP UPR activ = 2.5
  CXCR6 inh = 5.4
  Mdm2 MdmX PPI = 27.7
  697 NFkB inh = -3.4
  Gli-Sufu antag = 8.7
  XBP1 UPR activ = 3.4

Nc1nc(Cl)cc(NCCc2ccccc2)n1
  CCR6 antag = x
  EBI2 block = x
  Jurkat NFkB inh = 3.9
  CHOP UPR activ = 2.6
  CXCR6 inh = x
  Mdm2 MdmX PPI = -13.1
  697 NFkB inh = -11.4
  Gli-Sufu antag = x
  XBP1 UPR activ = 2.6

CCSc1nnc(NC(=O)C2CC2c2ccccc2)s1 (configuration not stated)
  CCR6 antag = -3.6
  EBI2 block = -2.4
  Jurkat NFkB inh = 1.7
  CHOP UPR activ = 3.1
  CXCR6 inh = 1.4
  Mdm2 MdmX PPI = 14.0
  697 NFkB inh = -17.0
  Gli-Sufu antag = -37.2
  XBP1 UPR activ = -0.8

Bioassay records from PubChem.
